# GPR7 antagonist = blocks human GPR7 receptor signaling. GPR7-expressing cells, fluorescence antagonist assay. AID 1861. inhibition, % at 4.4 µM. P48145. actives 1.1% (n = 290,000); in the data active = inhibition above about 16%, passing the limit was not always enough;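 also: cells stimulated with the agonist NPW; 0% = agonist with vehicle and 100% = vehicle without agonist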
# Target sequence (P48145 whole entry, looked up): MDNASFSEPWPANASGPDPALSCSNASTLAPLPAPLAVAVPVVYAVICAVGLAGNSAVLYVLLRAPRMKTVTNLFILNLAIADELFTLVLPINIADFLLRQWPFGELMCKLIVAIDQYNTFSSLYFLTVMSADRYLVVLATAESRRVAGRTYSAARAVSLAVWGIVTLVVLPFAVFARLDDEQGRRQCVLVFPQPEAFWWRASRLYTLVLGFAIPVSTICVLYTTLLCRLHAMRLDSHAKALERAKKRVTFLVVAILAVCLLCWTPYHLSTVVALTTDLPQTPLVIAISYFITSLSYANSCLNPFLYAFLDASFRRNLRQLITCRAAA
# CHO parental Ca = counter-screen for OX1R antagonists: effect in parental CHO cells; actives 0.63% (n = 330,000); parental CHO-K1, ATP-induced calcium, Fluo-8 fluorescence; inhibition, % at 5.6 µM;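 active = inhibition above that plate's mean sample inhibition plus 3 SD, cut at about 26% in these data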;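 also: 0% = ATP-challenged DMSO wells and 100% = DMSO wells without ATP; some compounds past the cut are filed as inactive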
#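 Assay system: parental CHO cells; Read-out basis: percent inhibition of ATP-evoked calcium rise, normalized to controls; Benchmarks: ATP and no-ATP DMSO wells; Compound dosing: single nominal dose of 5.6 µM per compound; Signal: Fluo-8 calcium dye fluorescence; Also added: ATP as calcium-mobilizing challenge; Repeats: singlicate.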
# OXTR ag = activates the human oxytocin receptor; P30559; CHO-OTR cells, Fluo-8 calcium fluorescence; normalized: DMSO 0%, oxytocin 100%; activation, % at 3 µM; actives 0.32% (n = 320,000); AID 2435;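 active = activation above the mean of all tested compounds plus 3 SD, cutoff set per screening run, cut at about 20% in these data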;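 also: peak over basal fluorescence ratio from a 100 s FLIPR kinetic read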
# TAAR1 antag = human TAAR1 antagonism; Q96RJ0; CHO RD-HGA16 TAAR1, Fluo-8 calcium fluorescence, antagonist; actives 1.5% (n = 360,000); inhibition, % at 3 µM; AID 624466;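 active = inhibition above a per-plate cutoff, the mean inhibition of test compounds on that plate plus 3 SD, cut at about 49% in these data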;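 also: 0% = DMSO plus EC80 beta-PEA response and 100% = DMSO alone without agonist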
# Target sequence (Q96RJ0 whole entry, looked up): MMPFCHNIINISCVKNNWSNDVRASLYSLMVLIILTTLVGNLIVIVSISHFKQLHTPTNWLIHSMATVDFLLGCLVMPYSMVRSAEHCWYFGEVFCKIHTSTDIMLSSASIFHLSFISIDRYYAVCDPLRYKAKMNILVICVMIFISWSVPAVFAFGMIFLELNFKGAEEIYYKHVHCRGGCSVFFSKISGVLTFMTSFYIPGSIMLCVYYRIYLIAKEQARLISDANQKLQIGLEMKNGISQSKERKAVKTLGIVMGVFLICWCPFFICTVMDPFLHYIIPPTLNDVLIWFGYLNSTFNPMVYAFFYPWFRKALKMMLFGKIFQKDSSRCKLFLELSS
#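 test system = CHO RD-HGA16 cells bearing hTAAR1 | replication = singlicate | controls = DMSO-only wells and EC80 β-PEA-stimulated wells | reagent = EC80 β-phenethylamine stimulus | read-out basis = percent inhibition of PEA-evoked calcium signal, max/basal emission ratio | schedule = seeding 17-24 h prior, 75-min 37 °C, 30-min RT dye loading | signal = kinetic Fluo-8 calcium fluorescence measurement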
# V1aR counter = activates human V1a receptor in oxytocin agonist counter-screen; P37288; CHO-V1R cells, Fluo-8 calcium fluorescence, agonist mode; 0% DMSO, 100% 3 nM vasopressin; activation, % at 3 µM; actives 0.25% (n = 320,000);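 active = activation above the mean activation of all tested compounds plus 3 SD, per screening run, cut at about 20% in these data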;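 also: signal is peak over basal fluorescence ratio across a 100 second FLIPR read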
# Target sequence (P37288 whole entry, looked up): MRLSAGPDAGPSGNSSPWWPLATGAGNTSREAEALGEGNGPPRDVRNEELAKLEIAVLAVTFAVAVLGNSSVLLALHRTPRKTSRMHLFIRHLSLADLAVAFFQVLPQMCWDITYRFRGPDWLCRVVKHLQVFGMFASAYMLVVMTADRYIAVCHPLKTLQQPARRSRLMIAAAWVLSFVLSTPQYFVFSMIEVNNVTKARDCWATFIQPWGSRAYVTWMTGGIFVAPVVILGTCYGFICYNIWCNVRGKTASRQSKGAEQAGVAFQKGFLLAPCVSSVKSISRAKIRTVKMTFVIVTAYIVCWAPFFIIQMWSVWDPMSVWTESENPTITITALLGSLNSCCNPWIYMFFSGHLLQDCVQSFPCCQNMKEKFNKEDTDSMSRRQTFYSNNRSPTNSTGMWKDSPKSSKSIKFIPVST
# CHO-K1 Ca ag = M1 agonist counterscreen hit in parental CHO-K1 cells | Fluo-8 calcium fluorescence; scaled to maximal ATP response, vehicle zero | activation, % at 3 µM | actives 0.48% (n = 360,000) | AID 602248; in the data active = activation above about 15%;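 also: untransfected CHO-K1 host cells lacking M1 receptor as counterscreen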
# CHO-K1 Ca antag = M1 antagonist counterscreen hit in parental CHO-K1 cells; ATP-induced calcium, Fluo-8 fluorescence; inhibition, % at 3 µM; actives 0.6% (n = 360,000); AID 602250;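 active = inhibition above a per-plate cutoff, the plate's mean sample inhibition plus 3 SD, cut at about 24% in these data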;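 also: 0% = DMSO plus EC80 ATP and 100% = DMSO alone without ATP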
# OXTR potentiate = human OXTR potentiation | CHO-OTR cells, Fluo-8 calcium fluorescence, potentiator mode; 0% = oxytocin EC15, 100% = EC100 | activation, % at 3 µM | actives 0.061% (n = 320,000);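 active = activation above that plate's cutoff, the mean activation of tested compounds plus 3 SD, cut at about 6.6% in these data, passing the limit was not always enough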;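 also: 100% uses oxytocin at 75 nM as the full agonist control; some results filed as inactive read as strong as hits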
#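 Material: human OTR in CHO cells. Compound: 3.0 µM, one dose. Timing: compound 6 min at room temperature before oxytocin, 100 s read. Evaluation: % activation of max/min ratio relative to oxytocin controls. Replication: single well per compound, singlicate. Signal: Fluo-8 calcium dye fluorescence.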
# M1 PAM parental = nonselective activator or artifact in parental CHO-K1 calcium assay. ATP EC20, Fluo-8 calcium fluorescence; 0% at ATP EC20, 100% at ATP max. activation, % at 3 µM. actives 0.02% (n = 360,000). AID 602247;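 active = activation above the run cutoff, the mean activation of all test compounds plus 3 SD, cut at about 40% in these data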;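 also: peak over basal fluorescence ratio in a 140 s read after ATP addition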
# Numbers without * were called inactive; . = not tested or not shown. Rows were taken by chance. Share with any hit: about 3.5%.
SMILES,GPR7 antagonist,CHO parental Ca,OXTR ag,TAAR1 antag,V1aR counter,CHO-K1 Ca ag,CHO-K1 Ca antag,OXTR potentiate,M1 PAM parental
CCN(C[C@H]1N[C@@](Cc2ccccc2)(C(=O)OC)[C@H]2C(=O)N(Cc3ccccc3)C(=O)[C@@H]12)S(=O)(=O)c1ccc(OC)cc1,.,-8,1.4,25,3.5,3.4,1,-7,6
CCC1CCCCN1C(=O)N[C@@H](CCSC)C(=O)OC (stereo partly specified),-10,-7,-0.2,7,-0.1,0.4,-5,-5,17
O=C(C(Cl)c1ccccc1)N1CCOCC1 (stereo unspecified),-12,-8,-0.4,10,-0.1,1.8,-9,-5,15
CN(N=Nc1nc[nH]c1C(N)=O)C1CCCCC1,.,.,.,-14,.,0.0,1,.,13
CC(C)CCNC(=O)CN(Cc1ccc2c(c1)OCO2)C(=O)Cn1nnc(-c2cccs2)n1,-4,-11,-0.1,-11,0.6,1.1,-18,2,2
COc1ccccc1C(CNc1ncnc2sc(C)c(C)c12)N(C)C (stereo unspecified),-11,-13,0.8,-21,1.7,2.6,-10,-6,3
OCC1(Cc2ccccc2)CCCN(Cc2ccc3c(c2)OCCO3)C1 (stereo unspecified),-16,-20,0.6,4,-0.2,4.4,7,-23,-18
O=C(Nc1ccc2nc(-c3cccnc3)[nH]c2c1)c1ccccc1F,1,-2,-0.3,9,0.1,1.3,8,-19,7
Cc1ccc(C(F)(F)F)cc1NC(N)=S,-3,-4,0.2,8,0.2,-0.4,4,0,-3
CC1=C(C(=O)N2CCCCCC2)CC(CC(=O)NC2CCCCC2)C(=O)N1CCC1=CCCCC1 (stereo unspecified),.,.,.,16,.,0.7,-21,.,1
O=C1C=CC(=O)N1c1cccc2cccnc12,.,.,.,7,.,0.3,-15,.,22
CCOC(=O)N1CCN(c2cc(C)c(C(C)=O)cc2F)CC1,-15,-24,5.0,-9,4.6,4.8,-2,-10,-11
O=C(NCc1ccccc1)c1onc(CS(=O)(=O)c2ccccn2)c1C(=O)NCc1ccccc1,.,-16,0.3,-11,0.8,0.1,-8,-11,7
Cc1c(C(=O)Nc2nc3ccccc3[nH]2)oc2c(Cl)cccc12,-3,-16,-1.7,33,-0.3,0.9,-8,4,17
COc1cccc(NC(=O)NC2CCCCCCC2)c1,4,-9,11,-30,4.6,6.1,3,-10,9
O=C(CCCc1ccccc1)Nc1nnc(C(F)(F)F)s1,0,-1,0.4,-10,-0.6,0.8,1,-8,-11
C=CCc1ccc(OC(=O)c2ccccc2)c(OC)c1,-6,-6,-2.0,-11,-0.9,-0.5,17,-4,-4
CCOC(=O)C1=C(COC(=O)c2ccc(C)c(S(=O)(=O)N3CCOCC3)c2)NC(=O)NC1C (stereo unspecified),.,.,.,7,.,3.4,-7,.,-1
CCOc1ccccc1N1CCN(C(=S)NCc2ccccc2)CC1,-6,-1,1.8,-16,3.5,1.1,4,-4,-9
COc1cccc(CNC(=O)c2ccc(CS(=O)c3ccccc3)o2)c1 (stereo unspecified),7,-5,1.7,-7,2.1,0.7,-7,-8,-1
COC(=O)c1ccc(NC(=O)C2CC2)o1,-2,-13,-0.7,-13,0.8,0.2,-4,-6,6
CC1=C(C(=O)OCc2ccccc2)C(c2ccsc2)C(C#N)=C(N)O1 (stereo unspecified),-15,-33,-2.0,-14,-0.4,0.3,-12,-6,18
C[C@@H](NC(=O)c1[nH]cnc1C(=O)Nc1ccccc1F)c1ccccc1,.,.,.,3,.,0.8,-11,.,7
COc1cc(C(=O)COC(=O)CNC(=O)C2CCCCC2)cc(OC)c1OC,-6,-3,-0.2,-5,0.2,0.4,3,-2,11
Cn1cc(Cl)c(C(=O)N(Cc2ccccc2)c2ccccn2)n1,.,-2,0.0,-6,-0.2,1.5,6,-1,12
SMILES,GPR7 antagonist,CHO parental Ca,OXTR ag,TAAR1 antag,V1aR counter,CHO-K1 Ca ag,CHO-K1 Ca antag,OXTR potentiate,M1 PAM parental
COc1cccc(N2CCN(S(=O)(=O)c3c(C)[nH]c(C)c3C(=O)N3CCCC3)CC2)c1,-7,-2,1.1,3,-0.3,-0.4,-3,-2,8
COc1ccc(-c2cc(=O)c3cc(O)ccc3o2)cc1,-5,20,-1.6,-14,-0.2,-1.2,9,0,-12
CC1CCCN(C(=O)CNC(=O)Cn2ccc3ccccc3c2=O)C1 (stereo unspecified),-5,-9,-1.4,-28,-0.6,-0.2,2,-9,-1
O=C(NC(Cc1ccccc1)C(=O)N1CCc2ccccc2C1)c1ccccc1 (stereo unspecified),-2,-31,-2.1,55*,-0.8,7.2,-5,-19,7
Cc1nn(CC(=O)Nc2cc(S(=O)(=O)N(C)C)ccc2Cl)c(C)c1[N+](=O)[O-],-9,-17,-0.2,-3,0.4,1.8,-5,-6,7
CCOc1ccc(NC(=O)/C(C#N)=C\c2ccc(N3CCCC3)c(C)c2)cc1,.,.,.,9,.,4.5,8,.,0
O=C(Cn1cnc2nc3n(c2c1=O)CCC3)NCc1ccccc1,-8,-1,0.2,-18,-0.1,0.0,0,-14,11
COn1c(SCC(=O)N(C)C)nc2ccccc2c1=O,-13,-5,0.2,-6,0.2,0.1,-7,1,18
Cc1ccccc1NC(=O)c1ccc(S(=O)(=O)N2CCCC2)cc1,-10,-9,1.7,-10,0.7,0.7,-15,-1,-1
O=C(CCS(=O)(=O)c1ccccc1)Nc1ccc(-c2nc3ccccc3s2)cc1,-17,-6,1.7,9,0.8,1.0,-3,8,18
COc1ccc(N2CCN(C(=N)/C(C(C)=O)=C(\C)O)CC2)cc1,0,18,0.9,3,-0.2,-0.5,17,-2,-8
CCOC(=O)c1c(NC(=O)C2C3CCC(O3)C2C(=O)O)sc(C)c1-c1ccc(C)cc1 (stereo unspecified),-13,1,-0.7,-16,-0.5,0.0,2,-6,3
Cc1ccc(NC(=O)CCn2nc(C)cc2C)c(C)c1,-12,-20,-0.5,3,0.3,0.1,-5,-10,15
CC(=O)c1c(C)[nH]c(C(=O)OCC(=O)N2CCN(c3ccccc3)CC2)c1C,.,.,.,-5,.,-0.3,0,.,-6
O=C(CN1CCCCCC1=O)N1CCN(S(=O)(=O)c2cccs2)CC1,-7,-4,-0.5,10,1.4,1.6,-9,0,24
Cc1cccc(NC(=O)C2(c3cccs3)CCOCC2)n1,-5,-5,-0.4,0,0.1,0.5,-3,-4,19
Nc1nnc(SCCOc2ccccc2)s1,-4,-18,0.8,22,0.7,1.0,-19,-6,-3
Cc1ccccc1N(C(=O)CS(=O)CC(=O)Nc1ccc(F)cc1)C(C)C(=O)NC(C)(C)C (stereo unspecified),-19,-17,0.0,-14,0.1,-0.1,4,-9,-7
O=C(CN1C2=NCCN2c2ccccc21)c1ccco1,1,6,1.0,12,-0.4,0.0,13,6,-4
COCCCNC(=O)c1ccc(S(=O)(=O)c2ccc(C)cc2)c(NC(C)=O)c1,-4,-28,-1.0,-17,-0.4,0.5,-17,-12,-7
CCC1COCCS(=O)(=O)N1Cc1ccc(C)cc1 (stereo unspecified),-3,-6,-0.2,.,0.8,0.1,-10,1,4
Cc1ccc(C2=NNC(C(O)C(O)C(O)C(O)CO)S2)cc1 (stereo unspecified),0,-7,-0.2,-9,0.6,-0.6,10,-4,-4
N/C(=N\OC(=O)COc1ccc(Cl)cc1Br)c1cccnc1,24*,-27,-1.2,19,-0.9,0.5,-12,-6,7
O=C(Nc1cc(Cl)ccc1N1CCOCC1)c1ccc(N2CCCCC2)c([N+](=O)[O-])c1,.,-10,0.3,-4,0.1,0.2,-6,-4,8
O=C(O)c1cc(-c2ccccc2Cl)n[nH]1,-11,-5,-1.0,-21,-0.6,0.0,12,-10,5

# Exported tab-delimited: six of the compounds above
Compound	GPR7 antagonist	CHO parental Ca	OXTR ag	TAAR1 antag	V1aR counter	CHO-K1 Ca ag	CHO-K1 Ca antag	OXTR potentiate	M1 PAM parental
C[C@@H](NC(=O)c1[nH]cnc1C(=O)Nc1ccccc1F)c1ccccc1	.	.	.	3	.	0.8	-11	.	7
COc1cc(C(=O)COC(=O)CNC(=O)C2CCCCC2)cc(OC)c1OC	-6	-3	-0.2	-5	0.2	0.4	3	-2	11
Cn1cc(Cl)c(C(=O)N(Cc2ccccc2)c2ccccn2)n1	.	-2	0.0	-6	-0.2	1.5	6	-1	12
COc1cccc(N2CCN(S(=O)(=O)c3c(C)[nH]c(C)c3C(=O)N3CCCC3)CC2)c1	-7	-2	1.1	3	-0.3	-0.4	-3	-2	8
COc1ccc(-c2cc(=O)c3cc(O)ccc3o2)cc1	-5	20	-1.6	-14	-0.2	-1.2	9	0	-12
CC1CCCN(C(=O)CNC(=O)Cn2ccc3ccccc3c2=O)C1 (stereo unspecified)	-5	-9	-1.4	-28	-0.6	-0.2	2	-9	-1

# Other records follow.
SMILES,GPR7 antagonist,CHO parental Ca,OXTR ag,TAAR1 antag,V1aR counter,CHO-K1 Ca ag,CHO-K1 Ca antag,OXTR potentiate,M1 PAM parental
Oc1ccc(/C=N/Nc2nn3cnnc3c3ccccc23)cc1,0,4,-1.8,-19,0.8,0.1,-11,-27,3
CN(CC(=O)Nc1ccc(Cl)c(C(F)(F)F)c1)C(=O)C1CCN(C(=O)c2ccc(Cl)cc2)CC1,.,.,.,12,.,1.1,3,.,-13
Cc1cc(C)n(-c2nc3c(c(=O)[nH]c(=O)n3C)n2CC(O)COc2ccccc2C)n1 (stereo unspecified),-3,-9,-1.6,29,-0.1,3.0,-6,-11,18
Cc1c(C(=O)NCc2ccc3c(c2)OCO3)oc2ccc(Br)cc12,1,-12,-0.9,-8,1.1,-0.1,6,-7,1
CCOC(=O)N1CCN(C(=O)CSCC(=O)Nc2nc(-c3ccccc3)cs2)CC1,-6,-20,6.5,17,6.5,7.0,-14,-9,19
COCCCNC(=O)C[C@@H]1C[C@@]2(C(=O)OC)CCCCC=C2N(CCC2=CCCCC2)C1=O,.,.,.,-3,.,2.2,-3,.,9
CCOC(=O)C1CCN(C(=O)CSc2ccccc2Cl)CC1,3,-25,-0.7,-4,0.2,0.3,-10,0,1
CCCC(=O)NC(Nc1ccc(S(=O)(=O)Nc2cc(C)on2)cc1)(C(F)(F)F)C(F)(F)F,-15,-10,0.6,1,0.7,0.5,-8,4,16
O=C(NC1CCCC1)C(=O)N(Cc1cccnc1)C(C(=O)NCC1CCCO1)c1ccco1 (stereo unspecified),-8,-19,-0.1,7,0.3,-0.2,-27,-9,19
CCc1ccc(NC(=O)C2C3/C=C\CCCCC32)cc1 (stereo unspecified),-10,0,-1.8,6,0.5,-0.1,14,3,-6

# Screens deposited in PubChem by The Scripps Research Institute Molecular Screening Center.
